Compound activity from PubChem.
DAT uptake mod: changed human dopamine transporter uptake under cocaine IC80. Q01959. B-score at 10 µM. LLC-PK1 hDAT cells, [14C]-dopamine uptake with cocaine IC80; actives deviate in either direction. AID 449768. 110,000 compounds, 1.3% hits;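 active = Z score or B-score, a plate-position-corrected score, falls beyond the plate's 99.7% confidence bounds, in either direction; inactive = both scores lie inside the 99.7% bounds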;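 note: scored against the spread of the other compound wells on the same plate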
Active calls of the source: *.

The first 4 records, ahead of the listing:
SMILES	DAT uptake mod
CCCCOc1ccc(CC(=O)NO)cc1	0.416
C/C=C(/C)C(=O)O[C@@H]1c2cc(OC)c(OC)c(OC)c2-c2c(cc3c(c2OC)OCO3)C[C@H](C)[C@]1(C)O	0.844
C[C@@H]1C[C@H]2[C@@H]3C[C@H](F)C4=CC(=O)C=C[C@]4(C)[C@@]3(F)[C@@H](O)C[C@]2(C)[C@@]1(O)C(=O)COC(=O)C(C)(C)C	-0.226
O=c1cc(-c2ccc(O)cc2)oc2cc(O[C@@H]3O[C@H](CO)[C@@H](O)[C@H](O)[C@H]3O[C@@H]3OC[C@](O)(CO)[C@H]3O)cc(O)c12	0.367

Results, from the first entry:
SMILES	DAT uptake mod
CCCCOc1ccc(CC(=O)NO)cc1	0.416
C/C=C(/C)C(=O)O[C@@H]1c2cc(OC)c(OC)c(OC)c2-c2c(cc3c(c2OC)OCO3)C[C@H](C)[C@]1(C)O	0.844
C[C@@H]1C[C@H]2[C@@H]3C[C@H](F)C4=CC(=O)C=C[C@]4(C)[C@@]3(F)[C@@H](O)C[C@]2(C)[C@@]1(O)C(=O)COC(=O)C(C)(C)C	-0.226
O=c1cc(-c2ccc(O)cc2)oc2cc(O[C@@H]3O[C@H](CO)[C@@H](O)[C@H](O)[C@H]3O[C@@H]3OC[C@](O)(CO)[C@H]3O)cc(O)c12	0.367
C=C1c2cccc(O)c2C(O)=C2C(=O)[C@]3(O)C(O)=C(C(N)=O)C(=O)[C@@H](N(C)C)[C@@H]3[C@@H](O)[C@H]12	-1.22
CN(C)CCOc1ccccc1Cc1ccccc1	-0.0375
COc1ccc2nc(NC(=O)Nc3ccccc3)sc2c1	0.259
COC(=O)C1=CO[C@@H](OC2OC(CO)C(O)C(O)C2O)[C@@H]2[C@@H](C)[C@@H](O)C[C@H]12 (stereo partly specified)	-0.747
C/C=C(/C)C(=O)OC1c2c(ccc3ccc(=O)oc23)OC(C)(C)C1OC(=O)/C(C)=C\C (stereo unspecified)	-0.339
COc1ccccc1OCCNCC(O)COc1cccc2[nH]c3ccccc3c12 (stereo unspecified)	1.32

An excerpt from above in order of their number in DAT uptake mod, lowest first.
| Molecule | DAT uptake mod |
| --- | --- |
| COC(=O)C1=CO[C@@H](OC2OC(CO)C(O)C(O)C2O)[C@@H]2[C@@H](C)[C@@H](O)C[C@H]12 (stereo partly specified) | -0.747 |
| C/C=C(/C)C(=O)OC1c2c(ccc3ccc(=O)oc23)OC(C)(C)C1OC(=O)/C(C)=C\C (stereo unspecified) | -0.339 |
| C[C@@H]1C[C@H]2[C@@H]3C[C@H](F)C4=CC(=O)C=C[C@]4(C)[C@@]3(F)[C@@H](O)C[C@]2(C)[C@@]1(O)C(=O)COC(=O)C(C)(C)C | -0.226 |
| C/C=C(/C)C(=O)O[C@@H]1c2cc(OC)c(OC)c(OC)c2-c2c(cc3c(c2OC)OCO3)C[C@H](C)[C@]1(C)O | 0.844 |

(list continues)
SMILES	DAT uptake mod
CCCCC1C(=O)N(c2ccccc2)N(c2ccccc2)C1=O	0.102
NC(N)=NC(=O)Cc1c(Cl)cccc1Cl	-1.48
O=C(O)/C=C/c1ccc(O)cc1	-1.33
CCC(=O)O[C@]1(C(=O)SCF)[C@H](C)C[C@H]2[C@@H]3C[C@H](F)C4=CC(=O)C=C[C@]4(C)[C@@]3(F)[C@@H](O)C[C@@]21C	0.433
O=c1ccn([C@H]2C[C@H](O)[C@@H](CO)O2)c(=O)[nH]1	-1.44
COc1ccc(CN2CCN(C(c3ccc(F)cc3)c3ccc(F)cc3)CC2)c(OC)c1OC	0.0446
COc1ccc2ccc(=O)oc2c1	-0.452
Cc1cccc(C)c1NC(=O)C1CCCCN1C (stereo unspecified)	0.0325

Some of the compounds tested (hit frequency here may not be typical).
